Source: PubChem
Growth percent in the NCI-60 one-dose screen (48 h, 10 µM unless noted): 100 = growth as untreated, 0 = no growth, -100 = all killed.
NCI-H322M = NCI-H322M lung cancer | 2.7% of 80,000 active
NCI-H460 = NCI-H460 lung cancer | 6.8% of 82,000 active
IGROV1 = IGROV1 ovarian cancer; AID 1794786; 4.7% of 79,000 active
NCI/ADR-RES = NCI/ADR-RES ovarian cells | 4.4% of 81,000 active | AID 1794790
NCI-H226 = NCI-H226 lung cancer; 3.5% of 79,000 active
OVCAR-4 = OVCAR-4 ovarian cancer cells; 3.7% of 80,000 active
NCI-H522 = NCI-H522 lung cancer; 8% of 78,000 active; AID 1794739
SK-OV-3 = SK-OV-3 ovarian cancer cells | 3.2% of 80,000 active
NCI-H23 = NCI-H23 lung cancer | 4% of 80,000 active
* marks the source's active call; other numbers are inactive results; . = no result given; & = joins results of further samples; [ ] = dose if it differs, or a comment. The calls were made as follows: active = growth percent below 10; inactive = the rest.

Order of values: NCI-H322M	NCI-H460	IGROV1	NCI/ADR-RES	NCI-H226	OVCAR-4	NCI-H522	SK-OV-3	NCI-H23
1) CC1OC(C)(Cc2ccccc2)OC1C (stereo unspecified)
 : 100.6	106.3	105.5	101.4	104.3	113.4	90.3	111.8	106.6
2) CC/C(=C(\c1ccc(O)cc1)c1ccc(OCCN(C)C(=O)COCCNC(=O)Cc2ccc3c(c2)CN([C@@H]2CCC(=O)NC2=O)C3=O)cc1)c1ccccc1
 : 37.9	105.9	9.5*	98.7	6.5*	38.7	95.3	57.8	86.6
3) CSC1=Nc2c(c(C)c(-c3ccccc3)n2CCCN2CCCCC2)C2=NC(=O)C[C@H](C)N12
 : 62.1	38.3	22.6	82.4	68.9	43.6	35.5	26.9	63.1
4) Cc1ccc(C(=O)CCC(=O)O)c(C)c1
 : 111.2	105.1	110.2	104.6	99.1	111.3	.	108.0	106.2
5) N#Cc1cn(-c2ncc(C(N)=O)c(N)n2)nc1-c1ccc(Cl)cc1
 : 55.2	71.9	64.6	98.0	91.1	83.7	72.5	59.7	90.2
6) NC(=O)c1ccc(Cl)c2ccccc12
 : 102.4	98.9	100.7	101.5	112.5	95.9	100.3	101.9	93.9
7) Cc1cc(N/N=C/c2nc(-c3ccc(Br)cc3)oc2C)c2cc(Br)ccc2n1
 : 82.8	-13.1*	78.8	35.0	112.5	-83.5*	48.0	104.9	102.9
8) CC(Sc1nc2ccccc2c(=O)n1CCc1ccc(S(N)(=O)=O)cc1)C(=O)Nc1ccc(Cl)cc1 (stereo unspecified)
 : 73.4	94.7	86.3	77.3	76.6	93.2	56.3	124.6	79.5
9) Cc1c(O)cc(O)c(C2(c3c(O)cc(O)c(C)c3O)OC(=O)c3ccccc32)c1O
 : 98.7	103.7	112.3	106.7	101.6	110.3	96.5	102.4	106.9
10) COc1ccc(C2CC(c3ccccc3)=NN2C(=O)c2ccc(S(C)(=O)=O)cc2)cc1 (stereo unspecified)
 : 104.4	102.7	107.5	105.4	89.1	99.8	85.7	100.3	101.8
11) C[C@@H](NC(=O)CSc1nnc(-c2ccc(NC(=O)c3cccnc3)cc2)o1)C(=O)O
 : 108.1	109.5	103.6	107.9	107.9	113.9	93.1	99.3	103.1
12) O=C(N/N=C/c1cccc(C(F)(F)F)c1)c1ccc(C(F)(F)F)nc1Nc1cccc(O)c1
 : 104.7	111.8	69.3	104.7	85.5	108.0	88.9	111.9	101.5
13) C=C(C)[C@@H]1CC[C@]2(C(N)=O)CC[C@]3(C)[C@H](CC[C@@H]4[C@@]5(C)C/C(=C/c6cccnc6)[C@H](O)C(C)(C)[C@@H]5CC[C@]43C)[C@@H]12
 : 35.6[100 µM]	5.0*[100 µM]	17.5[100 µM]	11.3[100 µM]	22.8[100 µM]	.	8.6*[100 µM]	31.6[100 µM]	28.1[100 µM]
14) COc1ccc(C2c3sc4c(F)cccc4c3Oc3ncnc(N)c32)cc1 (stereo unspecified)
 : 97.0	95.8	78.6	96.0	77.3	96.1	86.1	99.6	91.2
15) O=C(Nc1cccc2c1C(=O)c1cccc(NC(=O)c3ccc(C(=O)Nc4cccc5c4C(=O)c4cccc(NC(=O)c6ccccc6)c4C5=O)cc3)c1C2=O)c1ccccc1
 : 98.8	111.0	41.1	101.2	74.1	98.9	84.7	99.4	98.0
16) O=C1Nc2ccccc2/C1=C/c1cn(CCCn2cc(/C=C3\C(=O)Nc4ccccc43)c3ccccc32)c2ccccc12
 : 104.6	56.9	65.9	73.2	86.2	67.5	79.4	89.1	81.7
17) Cc1cccc2nc(-c3c(F)cccc3F)n(Cc3c(F)cccc3F)c12
 : 104.8	93.5	84.2	93.7	102.1	93.4	77.4	100.1	88.7
18) N#C/C(=C/c1cc([N+](=O)[O-])c(O)c([N+](=O)[O-])c1)C(N)=O
 : 103.4	108.3	109.0	104.8	98.6	105.2	90.3	97.5	108.5
19) CN(C)CCOC(=O)Nc1cccc(Cl)c1
 : 103.7&120.7	104.9&112.4	101.7&111.7	100.0&114.0	94.9&104.5	99.3&112.2	87.6&100.5	95.6&102.1	96.7&101.8
20) Nc1ccn(C2OC(CO)C(O)C2F)c(=O)n1 (stereo unspecified)
 : 107.3	70.1	108.9	73.2	100.6	84.4	51.4	102.7	83.7
21) CN(C)C1(C(N)=O)CCN(Cc2ccccc2)CC1
 : 91.8	115.5	103.5	107.9	90.7	105.8	84.6	113.0	102.7
22) CSc1nn(-c2ccccc2)c2ncnc(Oc3ccccc3C)c12
 : 83.8	99.4	82.8	109.7	93.0	81.2	86.1	93.2	93.5
23) C(=C\c1ccccn1)/c1ccccc1
 : 80.7	106.1	103.4	103.2	99.6	104.7	64.0	100.2	97.4
24) COc1ccc(NC(=O)Oc2cc(C)ccc2C(C)C)cc1
 : 121.4	104.9	.	135.7	109.2	102.3	96.9	104.0	131.1
25) CC(=O)C1CCCC1=O (stereo unspecified)
 : 104.3	116.1	114.5	109.2	96.3	109.1	91.3	104.3	104.0
26) C/C=C(\C)C(=O)OCC
 : 105.1	113.3	102.3	101.7	98.7	94.8	92.8	99.8	103.5
27) COc1ccc2nc(-n3c(=O)c4cccnc4n(-c4ccc(Cl)cc4)c3=O)sc2c1
 : 85.5	67.0	80.4	94.7	102.2	108.9	99.3	96.5	93.5
28) C(=C(\C1=NCCN1)n1ccc2ccccc21)/c1ccc2ccccc2c1
 : 82.6	96.9	75.0	88.2	97.1	86.4	86.8	101.9	93.7
29) O=C(Nc1ccc(-c2cccc(Oc3ccc4nnc(Cl)n4n3)c2)cc1)C1CC1
 : 91.5	96.4	101.4	86.2	88.7	83.2	79.4	109.5	84.2
30) COc1cc(/C=N/NC(=O)CSc2nc3ccccc3c(=O)n2Cc2ccc(S(N)(=O)=O)cc2)ccc1O
 : 94.0	100.7	112.7	95.2	93.4	105.8	91.6	110.6	94.9

The final four records of the part above come first, to join the parts.
Order of values: NCI-H322M	NCI-H460	IGROV1	NCI/ADR-RES	NCI-H226	OVCAR-4	NCI-H522	SK-OV-3	NCI-H23
27) COc1ccc2nc(-n3c(=O)c4cccnc4n(-c4ccc(Cl)cc4)c3=O)sc2c1
 : 85.5	67.0	80.4	94.7	102.2	108.9	99.3	96.5	93.5
28) C(=C(\C1=NCCN1)n1ccc2ccccc21)/c1ccc2ccccc2c1
 : 82.6	96.9	75.0	88.2	97.1	86.4	86.8	101.9	93.7
29) O=C(Nc1ccc(-c2cccc(Oc3ccc4nnc(Cl)n4n3)c2)cc1)C1CC1
 : 91.5	96.4	101.4	86.2	88.7	83.2	79.4	109.5	84.2
30) COc1cc(/C=N/NC(=O)CSc2nc3ccccc3c(=O)n2Cc2ccc(S(N)(=O)=O)cc2)ccc1O
 : 94.0	100.7	112.7	95.2	93.4	105.8	91.6	110.6	94.9
31) Nc1ccccc1-c1cc2c(c3c1[nH]c1ccccc13)-c1ccccc1OC2
 : 93.0	92.1	85.8	97.0	106.3	40.1	67.7	89.2	94.1
32) Cc1cc2nc3c4cc([N+](=O)[O-])cc([N+](=O)[O-])c4n(CCN(C)C)c3nc2cc1C
 : 72.2	65.4	60.2	57.8	84.1	90.8	70.6	90.2	77.7
33) COc1cccc(-c2cc(-c3cccc(NS(C)(=O)=O)c3)nc(N)c2C#N)c1O
 : 34.6	8.7*	91.2	.	74.5	52.8	0.4*	27.2	26.7
34) CCCCNC(=O)c1[nH]cc(-c2ccc(OC)cc2)c1-c1cc(OC)cc(OC)c1
 : 105.0	92.6	83.7	84.7	87.6	63.9	48.9	122.9	82.6
35) CCCOC(=O)Cn1cc(I)c(=O)c(I)c1
 : 93.1	106.1	105.1	101.0	100.3	103.2	99.7	90.7	100.0
36) CC(C)CC(=O)OCCc1ccccc1
 : 112.3	99.5	105.0	116.0	88.8	100.5	80.4	96.6	106.8
37) COC(=O)C(Cc1ccccc1)NS(=O)(=O)/N=C1\NC(=O)NC1=C(Cl)Cl (stereo unspecified)
 : 91.4	97.6	100.8	106.1	106.6	112.2	96.2	108.4	.
38) C(=C\c1ccc(/C=C/c2ccccc2)nn1)/c1ccccc1
 : 116.4	111.0	127.3	110.8	110.8	96.3	82.7	118.5	109.5
39) Cc1ccc([P+](Cc2ccccc2)(c2ccccc2)c2ccccc2)cc1
 : 16.2	12.4	1.0*	100.8	28.3	3.5*	-21.6*	21.3	12.4
40) CCc1c(CC(=O)O)c2cc(C)ccc2n1Cc1ccc(Cl)cc1
 : 280.1&76.3	95.8&103.4	92.3	98.7&98.4	97.8&94.9	104.6&85.5	81.5&85.0	42.4&97.9	90.0&97.3
41) CCOC(=O)[C@@H]1CSC(C)=C(C(=O)O)N1
 : 94.8	107.5	99.7	97.1	83.5	108.3	83.6	76.9	89.9
42) Nc1ncc(CNc2ccc(C(=O)O)cc2)c(N)n1
 : 90.5	106.6	95.7	108.8	93.6	108.6	88.0	100.7	104.3
43) COc1ccc(S(=O)(=O)NCCCNc2cc(-c3cn(C(C)(C)C)nc3-c3cccc(F)c3)ccn2)cc1
 : 97.1	71.2	82.4	76.2	78.6	87.1	70.8	90.4	80.4
44) CCCCCCCCCCCCCCCc1cc(OC2OC(COC(C)=O)C(OC(C)=O)C(OC(C)=O)C2OC(C)=O)ccc1N (stereo unspecified)
 : 108.3	91.4	72.4	80.0	79.1	79.0	26.2	93.2	80.8
45) COc1cc(CNS(=O)(=O)c2ccc(C)cc2)ccc1OCc1cn(-c2cccc(C(F)(F)F)c2)nn1
 : 91.4	109.2	96.5	100.3	94.5	98.4	93.1	104.4	103.1
46) N#CCCCCCCCCCCC#N
 : 114.4	.	124.1	98.3	111.1	.	86.0	109.0	93.8
47) COc1ccc2cc(C(C)c3nnc(N)s3)ccc2c1 (stereo unspecified)
 : 104.5	103.9	111.7	111.6	111.3	111.4	82.3	103.7	107.3
48) Cc1onc(-c2ccccc2Cl)c1C(=O)Cl
 : 100.8	102.9	117.4	105.3	110.3	98.0	108.0	99.0	114.3
49) COc1cc(/C=N\N=c2\sc3ccccc3n2C)ccc1OCCO
 : 105.2&112.4	94.9&104.7	117.4&121.6	95.9&100.4	97.8&101.3	96.8&113.9	79.6	102.8&106.2	100.4&103.2
50) CCOC(=O)c1c(C)nc2c(c1N)CC(=O)N2CCc1ccccc1
 : 59.3	6.5*	28.7	30.1	42.1	62.8	-6.0*	45.6	53.2
51) C=CCNC(=S)N1CCN(c2ccccc2Cl)CC1
 : 105.1	98.7	110.0	94.5	87.3	85.4	89.7	96.9	103.8
52) Cc1c(C(=O)c2ccccc2)oc2c(Br)cc(Br)cc12
 : 90.9	106.5	98.5	99.5	93.0	94.7	93.0	98.2	99.4
53) CCc1cccc2c3c(sc12)C(c1ccc(Cl)cc1)c1c(nc(-c2ccc(OC)cc2)[nH]c1=O)O3 (stereo unspecified)
 : 82.3	102.2	41.2	55.7	77.2	83.6	62.3	77.1	67.9
54) NCCNC(=O)c1cccc(COc2ccccc2NC(=O)c2cc(Cl)c(Cl)[nH]2)c1
 : 102.2	104.3	94.6	101.0	96.4	97.7	104.0	111.3	98.1

Structures listed so far that have fluorine:
Order of values: NCI-H322M	NCI-H460	IGROV1	NCI/ADR-RES	NCI-H226	OVCAR-4	NCI-H522	SK-OV-3	NCI-H23
12) O=C(N/N=C/c1cccc(C(F)(F)F)c1)c1ccc(C(F)(F)F)nc1Nc1cccc(O)c1
 : 104.7	111.8	69.3	104.7	85.5	108.0	88.9	111.9	101.5
14) COc1ccc(C2c3sc4c(F)cccc4c3Oc3ncnc(N)c32)cc1 (stereo unspecified)
 : 97.0	95.8	78.6	96.0	77.3	96.1	86.1	99.6	91.2
17) Cc1cccc2nc(-c3c(F)cccc3F)n(Cc3c(F)cccc3F)c12
 : 104.8	93.5	84.2	93.7	102.1	93.4	77.4	100.1	88.7
20) Nc1ccn(C2OC(CO)C(O)C2F)c(=O)n1 (stereo unspecified)
 : 107.3	70.1	108.9	73.2	100.6	84.4	51.4	102.7	83.7
43) COc1ccc(S(=O)(=O)NCCCNc2cc(-c3cn(C(C)(C)C)nc3-c3cccc(F)c3)ccn2)cc1
 : 97.1	71.2	82.4	76.2	78.6	87.1	70.8	90.4	80.4
45) COc1cc(CNS(=O)(=O)c2ccc(C)cc2)ccc1OCc1cn(-c2cccc(C(F)(F)F)c2)nn1
 : 91.4	109.2	96.5	100.3	94.5	98.4	93.1	104.4	103.1
